Tb PFK block: blocks T. brucei phosphofructokinase; O15648; T. brucei PFK, ADP-Glo luminescence; Potency, µM (highest dose often 57.5 µM), for inactives: at the highest dose activity, negative = inhibition, actives largely listed as inhibitors; 330,000 compounds, 0.17% hits;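 note: potency is the fitted concentration of half-maximal effect; 0% = uninhibited 1x PFK enzyme wells and -100% = no-enzyme wells; nearly all actives have a fitted effect of over 60% in size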
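Activity is normalized to no-enzyme wells (full inhibition) and 1.25 nM enzyme wells (no inhibition). Reaction: 0.5 mM F6P, 0.1 mM ATP, 45 min RT, ADP-Glo luminescence; concentration-response curves fitted and classed by quality.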
Menin MLL FP TR: inhibitors of human menin-MLL interaction, mutant MLL peptide. O00255. Menin + Texas Red MLL mutant peptide, fluorescence polarization. Potency, µM (series often up to 61.6 µM), for inactives: at the highest dose FP activity change, negative = inhibition, actives largely listed as inhibitors. 270,000 compounds, 0.23% hits; active = well fitted inhibition curve with a large enough effect in the polarisation, with a control signal flat, not every such curve was filed as active; inconclusive = small, poorly fitted or top-dose-only effect, or effect the other way, or a change in a side signal; inactive = no such curve, though single readings can be large or run the other way; the % refers to the polarisation; note: potency is the fitted concentration of half-maximal effect; % of control where 0% means no effect; many of its hits are not listed in these tables
Target sequence (O00255 whole entry, looked up): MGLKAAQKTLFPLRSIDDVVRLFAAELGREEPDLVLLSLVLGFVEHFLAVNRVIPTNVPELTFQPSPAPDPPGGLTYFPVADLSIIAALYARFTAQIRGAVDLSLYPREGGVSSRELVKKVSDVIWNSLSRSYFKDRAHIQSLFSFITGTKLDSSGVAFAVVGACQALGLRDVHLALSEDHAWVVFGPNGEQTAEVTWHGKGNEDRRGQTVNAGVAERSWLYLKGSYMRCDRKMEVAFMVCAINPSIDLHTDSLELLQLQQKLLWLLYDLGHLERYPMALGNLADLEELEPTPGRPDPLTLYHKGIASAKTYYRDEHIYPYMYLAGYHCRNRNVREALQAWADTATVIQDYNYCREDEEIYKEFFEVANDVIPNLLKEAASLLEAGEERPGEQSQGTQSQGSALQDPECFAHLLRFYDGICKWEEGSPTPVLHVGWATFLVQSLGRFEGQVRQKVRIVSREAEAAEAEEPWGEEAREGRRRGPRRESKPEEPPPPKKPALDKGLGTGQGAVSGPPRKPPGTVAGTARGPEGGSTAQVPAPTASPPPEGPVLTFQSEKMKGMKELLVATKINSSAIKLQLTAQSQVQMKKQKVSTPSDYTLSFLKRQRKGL
FBPA coupling cs: counter-screen for Giardia aldolase inhibitors: coupling enzyme system; coupling enzyme system counterscreen, AmpLite Red fluorescence; activity change, negative = inhibition, % at 58.2 µM, hits read low; 290,000 compounds, 0.67% hits; AID 2472; in the data active = activity change below about -30%; note: % is set by controls: 0 for no effect and ±100 for the full control effect
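Counterscreen of the coupled detection system alone, without aldolase: glyceraldehyde-3-phosphate coupling enzymes plus AmpLite Red readout. Compounds at 57.5 uM final, 10 min RT preincubation, 20 min RT reaction, fluorescence 525/598 nm.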
Chronic BCR inh: blocks chronic active B-cell receptor signaling; ABC-DLBCL IkBa-CBG/CBR reporter, luminescence ratio, 4 h; Potency, µM (highest dose often 46.1 µM), for the others: at the highest dose ratio change, negative = lower green/red ratio, usual class: inhibitors; 340,000 compounds, 0.05% hits; AID 493014; active = well fitted inhibition curve with a large enough effect in the signal ratio, with a control signal flat, not every such curve was filed as active; inconclusive = small, poorly fitted or top-dose-only effect, or effect the other way, or a change in a side signal; the % refers to the signal ratio;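 note: potency is the fitted concentration of half-maximal effect; plate controls were basal doxycycline-induced cells for no effect and cells given 10 µM MG132 for full effect; MG132 reads +100%, hits lower the ratio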
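Compounds up to 46 uM were incubated four hours with TMD8 cells whose green CBG68 luciferase is fused to IkappaBalpha; red CBR luminescence normalised the signal, and concentration-effect curves were fitted to fusion, red and ratio data.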
PKM2 activator: activators of human pyruvate kinase M2; P14618; purified PKM2, Kinase-Glo ATP luminescence, activation; response scale: 0% is enzyme alone, no compound; Potency, µM (series often up to 57.5 µM), inactives show at the top dose activation, usual class: activators; 260,000 compounds, 0.34% hits; note: potency is the fitted concentration of half-maximal effect; % is set by controls: 0 for no effect and ±100 for the full control effect; nearly all actives have a fitted effect of over 55% in size
Target sequence (P14618 whole entry, looked up): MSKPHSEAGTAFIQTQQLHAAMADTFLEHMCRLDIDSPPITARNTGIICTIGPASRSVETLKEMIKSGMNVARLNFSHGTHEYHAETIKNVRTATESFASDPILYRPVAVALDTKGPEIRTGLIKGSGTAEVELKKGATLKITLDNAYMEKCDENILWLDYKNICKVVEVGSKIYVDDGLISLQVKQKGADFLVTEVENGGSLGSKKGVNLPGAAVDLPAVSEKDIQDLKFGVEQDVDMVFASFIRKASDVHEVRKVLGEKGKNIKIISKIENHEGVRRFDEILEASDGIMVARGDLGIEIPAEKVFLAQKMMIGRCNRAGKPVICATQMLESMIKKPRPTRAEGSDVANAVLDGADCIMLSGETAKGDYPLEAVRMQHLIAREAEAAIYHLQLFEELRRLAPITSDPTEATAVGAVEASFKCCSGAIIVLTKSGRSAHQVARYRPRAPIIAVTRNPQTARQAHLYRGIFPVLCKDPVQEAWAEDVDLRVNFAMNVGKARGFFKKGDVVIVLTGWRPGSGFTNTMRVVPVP
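Purified hPK-M2 (>95% pure) converted ADP (0.1 mM final) to ATP with 0.5 mM PEP in 50 mM imidazole pH7.2, KCl, MgCl2, Tween 20, BSA; 1 h at room temperature. ATP detected by Kinase-Glo luminescence.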
GALK inh: galactokinase (human) inhibition; P51570; Purified GALK, Kinase-Glo residual ATP luminescence; Potency, µM (top dose mostly 57.5 µM), inactives show top-dose activity change, negative = inhibition, hits mostly inhibitors; 270,000 compounds, 0.007% hits; AID 1868; note: potency is the fitted concentration of half-maximal effect; % is set by controls: 0 for no effect and ±100 for the full control effect
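5 nM enzyme, 35 uM ATP, 100 uM galactose, 20 mM HEPES pH8.0, 5 mM MgCl2; 1 h RT; residual ATP by Kinase-Glo Plus luminescence, qHTS format.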
ASM inhibitor: inhibitors of human secretory acid sphingomyelinase | P17405 | placental ASM, HMU-PC fluorogenic substrate, 60 min | Potency, µM (series often up to 57.5 µM), for the others: at the highest dose activity change, negative = inhibition, actives largely listed as inhibitors | 340,000 compounds, 0.006% hits; note: potency is the fitted concentration of half-maximal effect
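Fluorescence read-out (Ex 386 nm, Em 447 nm) after stopping the reaction at pH 10. Enzyme: ASM from human placenta; substrate HMU-PC0, 9 uM final; 60 min, 37 °C. Compound preincubation 10 min, ambient temperature.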
B2AR arrestin: agonists driving beta-arrestin recruitment to human beta2-adrenergic receptor | 330,000 compounds, 0.02% hits | AID 492947 | P07550 | Potency, µM (titrated, usually from 46.1 µM), without a hit: at the highest dose activation, hits mostly activators | beta-arrestin recruitment to beta2AR, cell-based reporter;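 note: potency is the fitted concentration of half-maximal effect; 0% = DMSO controls and full agonism = EC100 isoproterenol or metaproterenol; nearly all actives have a fitted effect of over 65% in size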
a7 integrin act: activates integrin-mediated alleviation for muscular dystrophy; alpha7betagal myoblasts, beta-gal FDG fluorescence, 48 h; Potency, µM (series often up to 38.3 µM), for inactives: at the top dose activation, most hits filed as activators; 350,000 compounds, 0.064% hits; AID 624291;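 note: potency is the fitted concentration of half-maximal effect; 100% = response of the positive control SU9516; nearly all actives have a fitted effect of over 60% in size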
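Alpha7betagal+/- myoblasts (passage 13) were plated 16-24 hr, then exposed to compounds (1:260 dilution of DMSO stock) for 48 hours at 37C. After MPER lysis, β-galactosidase reporter activity was read as FDG fluorescence (ex 480/em 540) after 30 minutes.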
Giardia killer: Giardia lamblia killing | 340,000 compounds, 0.15% hits | activity change, % at 7.66 µM, hits read low | AID 540267 | Giardia lamblia trophozoite viability; in the data active = activity change below about -80%; inconclusive = between about -30% and that limit;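 note: parasites exposed to compound for two days anaerobically before the ATP read; % is set by controls: 0 for no effect and ±100 for the full control effect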
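Trophozoite viability was measured as ATP-dependent luminescence, read 15-30 min after reagent addition. Before that, parasites at 100 cells/well were exposed to compounds for 48 h, anaerobically, at 37 deg C.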
PTAP TSG101 blk: blocks PTAP/TSG101 interaction to inhibit HIV-1 budding | Fluorescence polarization, FITC-PTAP peptide / Tsg101 binding | AID 493005 | Potency, µM (highest dose often 115 µM), without a hit: at the top dose activity change, negative = inhibition, hits mostly inhibitors | 340,000 tested, under 10 active; active = well fitted inhibition curve with a large enough effect in the main read-out, with a control signal flat, not every such curve was filed as active; inconclusive = small, poorly fitted or top-dose-only effect, or effect the other way, or a change in a side signal; inactive = no such curve, though single readings can be large or run the other way; note: potency is the fitted concentration of half-maximal effect; % of control where 0% means no effect
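Tsg101 binding domain (10 uM final) was mixed with compound and a FITC-labeled PTAP peptide (50 nM final) in HEPES pH 7.5 buffer with NaCl, Tween 20, EDTA and TCEP; fluorescence polarization was read after 20 min at r.t.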
Starred values were filed as active, the others as inactive; ? = inconclusive; nt = no result given; & = joins results of further samples; [ ] = remark or other dose. Unless noted, calls come from the whole dose curve; as a rule, active = well fitted curve in the direction sought with a large enough effect; inconclusive = small, poorly fitted or top-dose-only effect, or another doubt; inactive = no such curve, though single readings can be large; an effect the other way counts as inactive or inconclusive.

SMILES	Tb PFK block	Menin MLL FP TR	FBPA coupling cs	Chronic BCR inh	PKM2 activator	GALK inh	ASM inhibitor	B2AR arrestin	a7 integrin act	Giardia killer	PTAP TSG101 blk
O=C(N1CCOCC1)N1CCN(CC(O)COc2ccc3ccccc3c2)CC1 (stereo not drawn)	18%	-13%	-1	-4%	-1%	-3%	-5%	-2.0%	5%	-12	-5%
CC(C)CCN1CCN(Cc2nc(-c3ccc(F)cc3)cs2)CC1CCO (stereo not drawn)	0%	-21%	1	-5%	-2%	2%	1%	-0.5%	-15%	-7	2%
CCOc1ccc(-n2ccc(=O)c(C(=O)Nc3ccc(S(=O)(=O)N4CCOCC4)cc3)n2)cc1	-6%	-4%	1	-4%	-8%	-2%	9%	-0.2%	0%	-18	2%
NNC(=O)COc1cccc(Oc2ccccc2)c1	-2%	-10%	-2	6%	3%	1%	2%	0.0%	?	-13	1%
C=C1CCN([C@H](C(=O)NCc2ccccc2)C(C)C)S(=O)(=O)c2ccccc21	-10%	nt	-1	-1%	-5%	-1%	-2%	-0.7%	10%	30[activator]	-13%
CSc1ccc(C(=S)N2CCN(CCO)CC2)cc1	?	-17%	1	5%	1%	0%	-1%	-0.2%	18%	11	-5%
CCCC(=O)N1CCN(c2ccc(NC(=O)c3cc4ccccc4o3)cc2)CC1	0%	12%	1	0%	-3%	-1%	-3%	-0.2%	1%	-11	-1%
O=C(c1ccco1)N1CCN(Cc2cn[nH]c2-c2cccc3ccccc23)CC1	0%	nt	1	-2%	-3%	-1%	4%	-0.5%	-36%	3	-4%
Cc1cc(C)c(C(=O)/C=C/c2cccs2)c(=O)[nH]1	5%	-3%	0	-30%	-2%	10%	2%	-0.6%	-49%[inhibitor]	1	-2%
COc1ccc2c(/C=C/c3cc[n+](C)cc3)c[nH]c2c1	0%	10%	-17	1%	nt	nt	-17%	0.0%	-51%[inhibitor]	-16	28%
COc1cccc2cc(C(=O)C3=C(O)C(=O)N(CCN(C)C)C3c3ccc(Cl)cc3)oc12 (stereo not drawn)	3%	nt	6	-14%	4%	-1%	1%	-0.2%	-2%	1	-6%
Cc1cc(C)nc(NC2=NCC(=O)N2c2ccc(Cl)cc2)n1	1%	-20%	1	0%	12%	0%	3%	0.0%	-7%	5	-5%
Fc1ccccc1-c1nc(-c2cnccc2C(F)(F)F)no1	1%	nt	-1	-12%	1%	1%	-2%	0.3%	-23%	-7	-5%
CCCC(=O)N1CCN(c2ccc(NC(=O)c3cc4ccccc4o3)cc2Cl)CC1	-8%	45%[activator]	-40*	?	3%	1%	-9%	-0.4%	-60%[inhibitor]	2	-5%
CC(=O)c1cccc(NC(=O)CN2C(=O)COc3ccc(S(=O)(=O)N4CCOCC4)cc32)c1	2%	7%	1	8%	nt	-2%	1%	0.0%	28%	6	-2%
CCOc1ccc(-c2nnc(-c3ccccc3)o2)cc1	-2%	9%	2	?	-9%	1%	2%	-0.4%	24%	-28	0%
CN1C2C=C3C(C#N)=C(N)C(C#N)(C#N)[C@@H](c4cccs4)C3C1CC2 (stereo partly drawn)	-1%	?	-20	?	8%	0%	37%	0.0%	6%	-10	-5%
CCOC(=O)c1c(NC(=O)c2ccnn2C)sc(C)c1C	1%	-22%	0	-3%	8%	-1%	95%[activator]	-0.2%	6%	-5	-4%
CC(C)Oc1cccc(C(=O)NC(=S)Nc2ccc(Cl)c(C(=O)O)c2)c1	8%	6%	10	-16%	-1%	3%	1%	0.1%	-12%	-2	-6%
O=C1C(=O)N(CCCn2ccnc2)C(c2ccccn2)/C1=C(/O)c1ccccc1 (stereo not drawn)	-3%	7%	0	1%	-3%	1%	nt	-0.8%	nt	nt	nt
NC(=O)c1c(NC(=O)c2ccc(S(=O)(=O)N3CCOCC3)cc2)sc2c1CCCCC2	0%	27%	1	3%	-6%	-2%	8%	-0.1%	-2%	-11	3%
COc1cc(CNc2nc3ccccc3[nH]2)cc(OC)c1OC	-4%	-5%	1	-8%	-1%	1%	-1%	0.6%	-5%	-6	2%
COc1ccc(CN(C)CC(=O)Nc2cc3oc4ccccc4c3cc2OC)c(OC)c1	-2%	17%	0	4%	3%	0%	-15%	0.1%	-14%	-16	-5%
O=C(CSc1nnc(C2CCCCC2)o1)N1CCCCC1	1%	-6%	4	?	2%	6%	3%	-0.8%	12%	1	-5%
CCn1ccnc1CN1CCCC(C(=O)c2ccc3cc(OC)ccc3c2)C1 (stereo not drawn)	-3%	?	-5	-22%	6%	8%	-4%	-0.1%	-44%	17	-1%
Cc1ccc(NC(=O)c2ccc(COc3ccccc3[N+](=O)[O-])o2)nc1	7%	nt	nt	?	nt	nt	-4%	-0.9%	-3%	11	0%
O=C(Nc1ccc2c(c1)nc1n2CCN(Cc2ccccc2)C1)NC1CCCCC1	1%	-3%	-37*	12%	0%	4%	76%[activator]	0.4%	18%	-10	1%
Cc1ccc(C(=O)N2CCN(Cc3ccc4c(c3)OCO4)CC2)c(Cl)c1	-4%	-4%	2	-1%	2%	nt	1%	-0.8%	8%	-3	-4%
COCCOC(=O)C1=C(C)N=C2SCCC(=O)N2C1c1ccc(C(=O)OC)cc1 (stereo not drawn)	0%	-11%	-1	-2%	-3%	0%	-1%	-0.3%	24%	-2	-7%
CCCOc1cccc(-c2nnc(NC(=O)c3ccco3)s2)c1	-7%	nt	nt	?	nt	-3%	8%	0.3%	-33%	?	-5%
Cn1c(CN2CCOCC2)nc2cc(NC(=O)COc3ccc([N+](=O)[O-])cc3)ccc21	-27%	-10%	-1	0%	-12%	1%	-2%	-0.5%	7%	31[activator]	-1%
C/C=C1\COC(C(=O)NCc2cccc(OC)c2OC)(C(F)(F)F)C=C1C=C1CCCCC1 (stereo not drawn)	nt	-6%	0	nt	nt	nt	-5%	nt	-13%	-19&-2	0%
O=C(Cc1cccc2ccccc12)NCC(=O)N1CCN(Cc2cccc(C(F)(F)F)c2)CC1	-9%	nt	nt	3%	nt	nt	2%	0.2%	-11%	-2	-1%
CCOC(=O)C1CCN(S(=O)(=O)NC[C@H]2O[C@@H](n3cnc4c(N)ncnc43)[C@H](O)[C@@H]2O)C1 (stereo partly drawn)	1%	nt	nt	?	nt	nt	2%	0.7%	5%	2	-4%
Cc1ccc(C(c2cc(Br)ccc2O)N2CCSCC2)cc1 (stereo not drawn)	0%	nt	nt	3%	nt	nt	-11%	-0.1%	-6%	6	1%
COc1ccc(Nc2cc(C)nc(N)n2)cc1	13%	0%	0	3%	0%	-1%	0%	-1.2%	5%	2	-3%
CCOc1ccc(S(=O)(=O)Nc2cccc(N(C)S(C)(=O)=O)c2)cc1	-7%	8%	0	0%	6%	-1%	2%	-0.4%	-30%	14	-3%
Cc1ccc(S(=O)(=O)N2CCN(c3ccc([N+](=O)[O-])cn3)CC2)cc1	-2%	nt	2	2%	0%	nt	2%	-0.7%	2%	-12	0%
CN(c1ccccc1)S(=O)(=O)c1cccc(NC(=O)CCNC(=O)c2ccc([N+](=O)[O-])cc2)c1	0%	nt	nt	?	nt	nt	-4%	-0.8%	24%	-12	3%
O=C(NCc1ccco1)c1sc2cccc(F)c2c1Cl	-8%	-22%	-2	?	-11%	-3%	-3%	-0.2%	-37%	-8	-4%
Cc1ccc2c(c1)c(N=NC(N)=O)c(O)n2C	-4%	15%	-1	3%	-4%	6%	-3%	0.0%	-17%	7	-4%
Cc1cccn2cc(-c3ccc(S(=O)(=O)N4CCOCC4)cc3)nc12	-1%	6%	-5	?	-3%	17%	5%	0.1%	11%	4	1%
CC1(C)NC(=O)N(CC(O)Cn2nnc3ccccc32)C1=O (stereo not drawn)	-11%	10%	2	3%	2%	1%	0%	0.0%	18%	-17	10%
O=[N+]([O-])c1cccc(S(=O)(=O)NCc2ccncc2)c1	-2%	-4%	1	-13%	-1%	0%	7%	0.1%	-48%[inhibitor]	10	-1%
CC(C)CCn1c(Oc2ccccc2Cl)nc2c1c(=O)n(C)c(=O)n2C	-6%	13%	nt	5%	1%	0%	?	0.0%	-23%	-4	2%
O=C(O)CCC(=O)N1CCc2cc(S(=O)(=O)Nc3ccc4c(c3)OCCO4)ccc21	1%	6%	5	20%	26%	1%	7%	-0.3%	0%	?	-2%
COc1ccc(CC(=O)Oc2ccccc2[N+](=O)[O-])cc1	1%	0%	0	-23%	-4%	nt	3%	-0.9%	-30%	-8	-6%
CC(C)c1onc(C(=O)NC2CCCC2)c1[N+](=O)[O-]	-7%	-2%	1	-9%	4%	0%	1%	0.2%	-13%	-5	-2%

Not all compounds are listed, so the mix of outcomes need not match the whole.
